# RBX1-CUL1 inh: blocks human RBX1-Cullin-1 di-ubiquitin formation | 0.6% of 140,000 active | P62877+Q13616 | in vitro K48 di-Ub FRET, acceptor:donor ratio, 45 min | inhibition, % at 10 µM; in the data active = inhibition above about 25%
# Target sequence (P62877 whole entry, looked up): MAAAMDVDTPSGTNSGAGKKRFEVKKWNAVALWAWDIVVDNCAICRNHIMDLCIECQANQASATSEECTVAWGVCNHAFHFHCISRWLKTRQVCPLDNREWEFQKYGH
# Target sequence (Q13616 whole entry, looked up): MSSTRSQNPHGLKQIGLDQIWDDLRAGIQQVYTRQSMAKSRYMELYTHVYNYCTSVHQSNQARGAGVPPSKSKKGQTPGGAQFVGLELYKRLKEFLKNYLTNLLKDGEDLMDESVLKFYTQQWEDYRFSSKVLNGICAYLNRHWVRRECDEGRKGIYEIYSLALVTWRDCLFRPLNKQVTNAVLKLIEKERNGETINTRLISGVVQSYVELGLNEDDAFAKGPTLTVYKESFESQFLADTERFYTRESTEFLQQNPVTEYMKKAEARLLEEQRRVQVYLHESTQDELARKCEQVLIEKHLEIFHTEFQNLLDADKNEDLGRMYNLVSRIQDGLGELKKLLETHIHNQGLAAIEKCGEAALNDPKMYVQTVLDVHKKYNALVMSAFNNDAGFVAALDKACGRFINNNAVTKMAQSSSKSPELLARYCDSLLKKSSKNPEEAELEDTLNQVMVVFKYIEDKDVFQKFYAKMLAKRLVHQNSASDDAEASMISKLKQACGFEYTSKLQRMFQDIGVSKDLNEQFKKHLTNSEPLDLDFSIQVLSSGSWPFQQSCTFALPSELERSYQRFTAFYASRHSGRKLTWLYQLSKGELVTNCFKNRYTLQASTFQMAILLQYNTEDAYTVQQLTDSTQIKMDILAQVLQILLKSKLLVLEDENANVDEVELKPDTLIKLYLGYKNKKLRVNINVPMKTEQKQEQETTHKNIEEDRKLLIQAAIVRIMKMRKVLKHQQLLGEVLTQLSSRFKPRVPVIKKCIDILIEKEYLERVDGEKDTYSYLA
# Active calls of the source: *.
RBX1-CUL1 inh	Structure
0.2	CS(=O)(=O)C(S(=O)(=O)c1ccc(Cl)cc1)S(=O)(=O)c1ccc(Cl)cc1
-4.1	Cc1ccc2ncc(C(=O)Nc3ccc(OC(F)(F)F)cc3)c(=O)n2c1
-0.4	O=C(CCn1ccc2cc(S(=O)(=O)N3CCCC3)ccc21)NCc1cccc(Cl)c1
1.8	CSCCC(NS(=O)(=O)c1ccc2c(c1)oc(=O)n2C)C(=O)N1CCN(c2ccc(C(C)=O)cc2)CC1 (stereo not given)
5.0	Cc1ccc2nc(-c3ccc(NC(=O)c4ccc(C)o4)cc3)sc2c1
-2.9	COc1ccc(CSc2nc(C)[nH]c2[N+](=O)[O-])cc1Br
16.6	O=C(Cc1ccccc1F)N1CCN(c2ccccn2)CC1
-5.6	CCC(=O)N1CCN(S(=O)(=O)c2ccc(F)cc2)CC1
-4.5	O=C(Cc1ccc(Cl)cc1)NCCc1ccc(F)cc1
-1.7	O=C(CSc1nc2ccc(I)cc2c(=O)n1-c1ccccc1)N1CCCCC1
-6.7	O=C1CC(c2ccc(F)cc2)CC2=C1C(c1cccnc1)Nc1ccccc1N2 (stereo not given)
-8.9	COC(=O)c1nc(-c2ccccc2)oc1S
3.0	CCc1ccc(NC(=O)c2cc3c(=O)n(Cc4cccnc4)ccc3nc2C)cc1
1.9	CCc1ccc(NC(=O)N2CCN(C(=O)c3nsc4ccccc34)CC2)cc1
5.5	CCCOC1CCCN(C(=O)c2cc(Cl)ccc2OC2CCN(C(C)=O)CC2)C1 (stereo not given)
-3.2	CCOC(=O)C1=C(C)N=c2s/c(=C\c3ccc(OCC)c(Cl)c3)c(=O)n2C1c1cc(OC)ccc1OC (stereo not given)
-3.7	CCOC(=O)c1ccc(O)cc1[N+](=O)[O-]
16.3	Nc1cc(=O)[nH]c(SCN2C(=O)c3ccccc3C2=O)n1
-2.3	O=C(NCc1cccnc1N1CCCCCCC1)c1cscn1
9.6	O=C1c2ccccc2CSc2ccsc21
-11.1	O=C(c1cc(F)ccc1F)C1CCCN(C(=O)c2cncs2)C1 (stereo not given)
-3.9	Cc1ccc(-c2c(-c3nnnn3-c3ccc(C)cc3)cnn2-c2ccc(Cl)c(Cl)c2)cc1
-3.9	COc1ccc(-n2c(C)nc3c(cnn3-c3ccc(F)cc3)c2=O)cc1
1.2	O=C(Nc1c(Cl)cc(Cl)cc1C(=O)NCc1cccnc1)c1ccc(Cl)cc1Cl
-6.4	CSc1cccc(NC(=O)CSc2nnc(COc3ccc(C)cc3)n2C)c1
-2.9	COc1ccccc1CNc1cc(C)ccn1
4.0	COc1ccc(-c2cc(OC(=O)c3ccccc3C)c3c(C)oc(C)c3c(=O)c2)cc1
4.4	Cc1nnc(SCC(=O)Nc2cc(C(F)(F)F)cc(C(F)(F)F)c2)s1
5.7	Cn1c(=O)c2cc(C(=O)NCCCN3CCN(c4cccc(Cl)c4)CC3)sc2c2ccccc21
2.3	CCCCCCn1cc(C#N)c(=O)[nH]c1=O

# The final seven entries of the part above open the next one.
RBX1-CUL1 inh	Structure
1.2	O=C(Nc1c(Cl)cc(Cl)cc1C(=O)NCc1cccnc1)c1ccc(Cl)cc1Cl
-6.4	CSc1cccc(NC(=O)CSc2nnc(COc3ccc(C)cc3)n2C)c1
-2.9	COc1ccccc1CNc1cc(C)ccn1
4.0	COc1ccc(-c2cc(OC(=O)c3ccccc3C)c3c(C)oc(C)c3c(=O)c2)cc1
4.4	Cc1nnc(SCC(=O)Nc2cc(C(F)(F)F)cc(C(F)(F)F)c2)s1
5.7	Cn1c(=O)c2cc(C(=O)NCCCN3CCN(c4cccc(Cl)c4)CC3)sc2c2ccccc21
2.3	CCCCCCn1cc(C#N)c(=O)[nH]c1=O
6.7	COc1ccccc1C(=O)Nc1nnc(S(=O)(=O)N2CCCCCC2)s1
1.3	CCOC(=O)C1C(=N)N(c2cccc([N+](=O)[O-])c2)C2=C(C(=O)CC(C)(C)C2)C1c1ccc(C(C)(C)C)s1 (stereo not given)
0.4	CSc1ncc(C(=O)NCc2cccc(C)c2)c(-c2ccccc2)n1
14.7	O=C(CCCc1ccccc1)Nc1cccc(N2CCC(NC3CCOC3)CC2)c1 (stereo not given)
5.9	Cc1nc(C2CCNCC2)cc(N(C)Cc2cc(C3CC3)n[nH]2)n1
-0.8	O=C(Nc1nnc(S(=O)(=O)N2CCCc3ccccc32)s1)c1ccccc1Cl
-2.9	CCN(c1ccccc1)c1nnc(NC(=O)Nc2ccc(Br)c(C)c2)s1
-5.2	Oc1cc(N=Cc2cc(Cc3ccccc3)cc(Br)c2O)ccc1-c1nc2ccccc2s1
-13.6	COc1ccccc1CNC(=O)C1CCN(c2ncnc3c2nc2n3CCCCC2)CC1
0.9	NC(=O)c1ccccc1N(CC(=O)O)Cc1ccccc1
4.2	O=C1c2ccccc2C(=O)N1c1ccccc1SC(F)(F)C(F)(F)C(F)(F)F
-2.4	CCn1c(SCc2ccc(C(=O)Nc3nccs3)cc2)nnc1-c1ccc(N)cc1
3.1	CCn1c2ccccc2c2cc(CN3CCN(Cc4ccc5ccccc5c4)CC3)ccc21
-0.6	CCCCOC(=O)c1ccc2c(c1)C(=O)N(c1ccc(OCC)cc1)C2=O
-11.2	CCN(CC)c1ccc(NC(=O)C(NS(=O)(=O)c2cccs2)C(C)C)c(C)c1 (stereo not given)
-9.9	Cc1nn(-c2nnc(NCCc3cnc[nH]3)nn2)c(C)c1Br
-3.4	CCC(C)OC(=O)/C(C#N)=C\c1ccc(-c2ccccc2Cl)o1 (stereo not given)
8.7	c1coc(CNCCCCCCOc2ccc3ccccc3c2)c1
-8.9	Cc1cc(=O)n(Cc2ccc(Cl)c(Cl)c2)c2ccccc12
2.0	O=C(NC(=S)Nc1cc(C(F)(F)F)cc(C(F)(F)F)c1)c1ccccc1
7.8	CCC(C(=O)NCCc1ccc(OC)c(OC)c1)n1nc(C)c2sc3ccccc3c2c1=O (stereo not given)
-9.3	Cc1ccc(C(=O)N(CCN(C)C)CC2CCCN(Cc3ccccc3F)C2)cn1 (stereo not given)
-7.1	CCOC(=O)c1c(N=Cc2ccc(N(C)C)cc2)sc(C)c1C
2.1	CC(C)(C)C(=O)CSc1nnc(-c2ccc(Br)cc2)o1
-0.9	COc1ccc(-n2c(SCC(=O)c3ccccc3)nc3sc4c(c3c2=O)CCC4)cc1
-0.8	C=C(C)Cn1c(SC)nc2c(c1=O)C1(CCCCC1)Cc1ccccc1-2
-0.5	COc1ccc(-c2noc(-c3ccc(N4CCOCC4)c([N+](=O)[O-])c3)n2)cc1
-4.3	Cc1scc(C(=O)NNC(=S)NC(C)c2ccccc2)c1C (stereo not given)
0.1	COc1cccc(CC(=O)N2CCC3(CC2)c2ccccc2[C@@H](NC(=O)c2ccncc2)[C@@H]3OC)c1
13.2	OCCCc1nc2n(n1)C(c1cccs1)CC(c1ccc(Br)cc1)=N2 (stereo not given)
-3.3	CCOc1ccccc1CNn1nnnc1N
-0.8	O=C(NCCc1ccc(Cl)cc1)c1ccc(CSCc2cccc(Cl)c2)o1
0.0	CCCOC(=O)c1c(NC(=O)c2ccccc2F)sc(C(=O)OCC)c1C
-6.7	Cc1ccc(CNC(=O)CCc2c(C)nn(-c3ccc(N4CCCCC4)nn3)c2C)cc1
-1.2	COc1ccc(-c2cc(OC(=O)c3cccc(C)c3)c3c(C)oc(C)c3c(=O)c2)cc1
1.1	Cc1ccc(NC(=O)c2cc(C)on2)c(Br)c1
0.6	Cc1cc(N)ccc1-c1cc2ccccc2oc1=O
3.0	C(=N\n1c(SCc2ccccc2)nnc1-c1cccnc1)/c1ccco1
-1.9	CC(C)c1nc(Cl)c(C#N)c2c1COC(C)(C)C2
-8.5	CCOC(=O)c1c(NC(C)=O)c2c3c(sc2n1Cc1nc(-c2ccc(Cl)cc2)oc1C)CCCC3
-3.1	COc1ccccc1CCNC(=O)CCn1c(=O)c2cccn2c2ccc(F)cc21
3.0	COc1cccc(CN2c3ccccc3-c3nc(SCC(=O)Nc4cccc(C)c4)ncc3S2(=O)=O)c1
2.4	CCc1ccc(OCc2cccc(C(=O)NN)c2)cc1
0.3	Cn1c(=O)c2sccc2n2c(CCC(=O)NCc3ccc(Cl)cc3)nnc12
-3.8	O=C(Nc1cccc(-n2cccn2)c1)C1CCCN(Cc2nccs2)C1 (stereo not given)
5.1	CCC(=O)Nc1ccc(C(=O)N/N=C/c2c3ccccc3cc3ccccc23)cc1
-7.5	CN(Cc1ccco1)S(=O)(=O)c1nnc(NC(=O)c2ccccc2)s1
-7.0	N#Cc1ccc(/C=C/C(=O)c2ccco2)cc1
5.4	O=C(c1ccccc1[N+](=O)[O-])N1CCc2ccccc21
2.1	O=C(Nc1ccc(CN2CCCCC2)cc1)c1cc2ccccc2o1

# Carrying on:
RBX1-CUL1 inh	Structure
1.3	CCOC(=O)CSC(=S)NC(=O)c1sc2ccccc2c1Cl
16.7	CC(C)(c1ccccc1)c1ccc(OCC(=O)Nc2ccc(N3CCOCC3)cc2)cc1
10.4	Cc1ccc(NC(=O)C(Cc2ccccc2)NS(=O)(=O)c2ccc3c(c2)oc(=O)n3C)cc1C (stereo not given)
1.2	COc1cc(/C=C2\C(=O)Nc3ccc(Br)cc32)ccc1OCc1ccccc1
6.6	CCc1ccc2occ(CC(=O)Nc3ccc(C)c(C)c3)c2c1
-6.8	Cc1csc2nc(COC(=O)c3ccc(NC(=O)COc4ccccc4F)cc3)cc(=O)n12
-1.1	COc1ccc(NC(=O)C2C(C)=Nc3nc(SC)nn3C2c2cc(OC)ccc2OC)cc1 (stereo not given)
2.3	Cc1ccc(N=C(N)N=C2N=C3CCCC3C(=O)N2)cc1Cl (stereo not given)
0.6	CS(=O)(=O)N1CCC(Oc2ccc(C(=O)N3CCNC(=O)CC3)cc2Cl)CC1
6.3	Cc1cc(-c2ccc(S(=O)(=O)Nc3cccc(C(F)(F)F)c3)s2)on1
-1.5	O=C(Nc1nnc(S(=O)(=O)N2CCCCCC2)s1)c1ccccc1
-3.4	Clc1ccc(-c2csc(NN=C3c4ccccc4-c4ccccc43)n2)cc1
3.0	CN1C(=O)CC(NNC(=O)c2ccncc2)C1=O (stereo not given)
-7.0	CCCCCCCCCC(=O)Nc1cc(C(=O)Nc2ccccc2)ccc1OC
-0.1	O=C(NCC1(c2ccccc2)CCOCC1)C1(c2ccccc2)CCOCC1
14.7	O=S(=O)(Cc1ccccc1F)Nc1ccccc1
2.9	CC1CN(C(=O)c2cc(Cl)cc(Cl)c2)CC(C)O1 (stereo not given)
3.6	COc1ccccc1Oc1ncccc1CNCc1cnc(C)n1C
3.0	Cc1cccc(N2C(=O)/C(=C/c3cc(C)n(CC4CCCO4)c3C)C(=O)NC2=S)c1 (stereo not given)
-2.1	CCOC(=O)c1ccc(N2C(=O)C3C(c4cccc(F)c4)OC4(C(=O)c5ccccc5C4=O)C3C2=O)cc1 (stereo not given)
-3.9	Cn1c(NCc2ccccn2)nc2ccccc21
2.7	O=C(Nc1ccc2oc(-c3ccccc3)nc2c1)c1cc(Br)ccc1I
12.3	O=C1OC(c2ccccc2)=C/C1=C/c1ccc2c(c1)OCO2
0.9	COC(=O)c1ccc(N=C2S/C(=C\c3ccc(O)c(Cl)c3)C(=O)N2C)cc1
1.9	Cc1ccc(NC(=O)Cc2noc3ccccc23)c(C)c1
6.6	CC(C)CCNC(=O)C1c2ccccc2Oc2ccccc21
-11.6	C=C(C)Cn1c(=O)c2c(nc3n(-c4cccc(C)c4)c(C)cn23)n(C)c1=O
-8.8	Clc1ccc(Nc2ccc(-n3ccnc3)nn2)cc1
-2.5	O=C(Nc1ccccc1)N1N=C(c2cccs2)CC1c1cccs1 (stereo not given)
0.0	CCN(Cc1ccccc1)C(=O)Cn1c(=O)n(-c2ccc(F)c(Cl)c2)c(=O)c2sc3ccccc3c21
1.9	CCOc1ccc(C(=O)c2cn(Cc3cccc(OC)c3)c3cc4c(cc3c2=O)OCO4)cc1
0.1	COc1ccc(/C=C/C(=O)c2ccc3c(c2)OCO3)c(OC)c1
6.1	C/C(=N\Nc1nc(-c2ccc(Cl)cc2)cs1)c1cccs1
-15.8	O=C(Nc1cc2c3c(cccc3c1)CC2)c1ccccc1
1.3	CC(=O)Oc1ccc(C(=O)NC2CCSC2=O)cc1 (stereo not given)
9.9	Cc1nc(C)c(-c2ccc(SCC(=O)Nc3ccc(F)c(F)c3)nn2)s1
-4.0	CC(C)=CC1C(C(=O)O/N=C(\N)c2ccccc2)C1(C)C (stereo not given)
5.8	Cc1ccc(-c2csc(NC(=O)CSC3=NCCS3)n2)cc1
7.4	CCOC(=S)SCc1cn2ccc(C)cc2n1
-0.6	CCOC(=O)c1c(NC(=O)c2ccccc2Cl)sc(C(C)=O)c1-c1ccccc1

# Overlap with the part before: four compounds; new compounds follow.
RBX1-CUL1 inh	Structure
-4.0	CC(C)=CC1C(C(=O)O/N=C(\N)c2ccccc2)C1(C)C (stereo not given)
5.8	Cc1ccc(-c2csc(NC(=O)CSC3=NCCS3)n2)cc1
7.4	CCOC(=S)SCc1cn2ccc(C)cc2n1
-0.6	CCOC(=O)c1c(NC(=O)c2ccccc2Cl)sc(C(C)=O)c1-c1ccccc1
0.4	C(=N\N=C1/SC(=Nc2ccccc2)C(=Nc2ccccc2)N1c1ccccc1)/c1ccco1
-0.8	COc1ccc(OC)c(CCNC(=O)c2cnn(-c3ccccc3Cl)c2C2CCN(C(=O)OC(C)(C)C)CC2)c1
-3.5	COc1cc(Br)c(C2C3=C(CC(C)(C)CC3=O)N=C(C)C2C(=O)OC2CCCCC2)cc1OC (stereo not given)
7.2	Cc1ccc(CN2CCCn3nc(C(=O)NCc4ccc(OC(C)C)cc4)cc3C2=O)cc1
8.5	Nc1c(C(=O)Nc2ccccc2C(F)(F)F)sc2nc3c(cc12)CCCCC3
-1.6	Cc1cccc(OCC(=O)Nc2ccc(C3(c4ccc(NC(=O)COc5cccc(C)c5)cc4)c4ccccc4-c4ccccc43)cc2)c1
7.4	Cc1noc(-c2ccc(N3CCCC(c4cc(=O)[nH]cn4)C3)nc2)n1 (stereo not given)
0.2	O[C@@H]1CCN(c2nncc(-c3ccc(C4CCCCC4)cc3)n2)C1
-2.0	Cc1cc(C)cc(OCC(=O)Nc2cccc3cccnc23)c1
8.3	COc1cc2cc(C(=O)O)[nH]c2c2c1OCCC2=O
3.2	CS(=O)(=O)Oc1ccc(Cl)cc1

# Taken from above.
# RBX1-CUL1 inh with COc1cc(Br)c(C2C3=C(CC(C)(C)CC3=O)N=C(C)C2C(=O)OC2CCCCC2)cc1OC (stereo not given) = -3.5
# RBX1-CUL1 inh with COc1cc2cc(C(=O)O)[nH]c2c2c1OCCC2=O = 8.3

# Screening results as filed in PubChem BioAssay.

# The list is partial, so the mix of outcomes need not match the whole.
